dFosB activator – activators of delta FosB homodimer, primary screen, biochemical, fluorescence polarization, TAMRA-CDK5 oligo, single point; Protein FosB (Mus musculus), P13346; purified delta FosB; percent of positive-control signal above neutral wells; activation, % at 25 µM; 340,000 compounds, 0.99% hits;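 active = mean activation above about 17%, with every replicate also reaching it, limit read from the data, passing the limit was not always enough; inconclusive = only one of the two conditions met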;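 also: fluorescence polarization rise as delta FosB binds a TAMRA Cdk5 AP-1 oligo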
Target sequence (P13346 whole entry, looked up): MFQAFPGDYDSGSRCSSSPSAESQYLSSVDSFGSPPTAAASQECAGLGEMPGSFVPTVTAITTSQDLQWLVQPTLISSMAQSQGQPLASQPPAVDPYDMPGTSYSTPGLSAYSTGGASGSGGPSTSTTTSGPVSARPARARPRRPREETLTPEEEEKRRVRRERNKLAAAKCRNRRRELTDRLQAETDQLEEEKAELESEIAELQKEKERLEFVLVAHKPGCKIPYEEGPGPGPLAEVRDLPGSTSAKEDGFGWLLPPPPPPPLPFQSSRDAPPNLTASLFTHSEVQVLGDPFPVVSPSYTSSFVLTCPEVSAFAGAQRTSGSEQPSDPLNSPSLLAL
DSG3 Ab inh – inhibitors of pemphigus antibody binding to DSG3, primary screen, biochemical, bead-based, flow cytometry, scFv-GFP; Desmoglein-3 (Homo sapiens), P32926; DSG3-coupled beads, scFv-anti-DSG3-GFP binding; hits give low values; binding (percent of control), % at 10 µM; 310,000 compounds, 0.48% hits;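 active = binding more than 3 SD below its plate's average and above zero; inconclusive = below that plate limit but binding exactly zero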;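 also: hits lower antibody fragment binding to DSG3; some compounds called inactive have numbers as strong as hits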
PKA-R1A act – activators of PKA-R1A holoenzyme, primary screen, biochemical, fluorescence polarization, Cy5-IP20, bovine R1A, mouse PKAc | PKA-R1A dissociation; scaled: DMSO 0%, 113 µM cGMP 100% | activation, % at 11.4 µM | 340,000 compounds, 0.083% hits | AID 504707, 2011;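 active = percent activation above the mean of all tested compounds plus 3 SD, cut at about 19% in these data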;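 also: higher means more PKAc released from R1A so a rise in polarization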
PKA-R2B act – activators of PKA-R2B holoenzyme, primary screen, biochemical, fluorescence polarization, Cy5-IP20, human; cAMP-dependent protein kinase catalytic subunit beta (Homo sapiens) + cAMP-dependent …; PKA-R2B holoenzyme dissociation; R2B truncated from residue 108, S112A mutant; 0% DMSO only, 100% 113 µM cGMP; activation, % at 11.4 µM; 340,000 compounds, 0.079% hits;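 active = activation above a cutoff set at the mean over all compounds plus 3 SD, cut at about 18% in these data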;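 also: higher means more holoenzyme dissociation and a rise in polarization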
Arr AP2 block – inhibitors of beta-arrestin/AP2 binding, primary screen, biochemical, GPCR trafficking, flow cytometry; FITC-arrestin peptide / GST-AP2 beads; AP2 beta2 appendage carries R879A mutation; 340,000 compounds, 0.31% hits; beta-arrestin 1 C-terminal peptide binding to AP2 beta2-adaptin appendage (human); inhibition, % at 10 µM;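 active = inhibition above a set limit, near 3 SD of compounds lacking own fluorescence, cut at about 54% in these data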;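 also: plate controls were DMSO wells for no effect and 5 µM unlabelled arrestin peptide for full effect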
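System: GST-AP2 R879A glutathione beads; medium: PBS, Tween 20 0.05%, BSA 0.1%; reagent: fluorescein-tagged arrestin peptide at 50 nM final; schedule: pre-incubation 12 min, peptide binding 1 h, room temperature; detection: flow cytometry, FL1 (488/535 nm); read-out: inhibition as reduced fluorescein signal on beads, percent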
SUMO Mot1 rescue – yeast Mot1-301 growth rescue at high temperature, primary screen, SUMOylation pathway inhibitor project, S. cerevisiae, ATP luminescence, 38.5C. S. cerevisiae Mot1-301 growth rescue; percent above DMSO median, 100 means doubled. 320,000 compounds, 1% hits. AID 2716, 2010. growth rescue, % at 18.8 µM;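 active = every valid replicate shows activation above 250% relative to neutral control wells; inactive = the rest, any valid replicate at or below 250%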;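 also: OY570 slx delta 5 strain wells were the positive control but not used for scaling; some compounds called inactive have numbers as strong as hits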
SR-BI DiI inh – inhibitors of SR-BI mediated HDL lipid uptake, primary screen, ldlA[mSR-BI] cells, fluorescence, single point. ldlA[mSR-BI] CHO cells, DiI-HDL uptake fluorescence, 3 h. 320,000 compounds, 0.96% hits. inhibition, % at 12.5 µM;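 active = mean replicate inhibition of at least 70% and a set share of replicates each scoring 70 or more; inconclusive = meets just one of the two criteria; inactive = fails both criteria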;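 also: 0% = median of neutral control wells and 100% = median of positive control wells; values of inactives mirror those of a sister screen read the other way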
Target sequence (Q61009 whole entry, looked up): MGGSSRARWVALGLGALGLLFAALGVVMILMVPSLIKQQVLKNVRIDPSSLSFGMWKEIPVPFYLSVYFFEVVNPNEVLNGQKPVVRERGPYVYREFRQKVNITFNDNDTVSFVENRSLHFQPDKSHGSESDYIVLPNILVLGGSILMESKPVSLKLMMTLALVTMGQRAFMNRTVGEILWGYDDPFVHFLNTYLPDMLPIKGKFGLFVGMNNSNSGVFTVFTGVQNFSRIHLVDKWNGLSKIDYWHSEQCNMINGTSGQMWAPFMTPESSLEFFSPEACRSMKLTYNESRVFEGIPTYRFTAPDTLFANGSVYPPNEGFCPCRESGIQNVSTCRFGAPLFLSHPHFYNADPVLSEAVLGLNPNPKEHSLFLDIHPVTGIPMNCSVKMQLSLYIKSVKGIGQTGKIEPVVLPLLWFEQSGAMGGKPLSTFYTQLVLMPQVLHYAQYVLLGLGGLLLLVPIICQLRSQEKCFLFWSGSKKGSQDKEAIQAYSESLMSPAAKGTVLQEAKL
NSD2 inh – NSD2 histone methyltransferase inhibitors, primary screen, biochemical, AlphaScreen, single concentration, set 2. Histone-lysine N-methyltransferase NSD2 (Homo sapiens), O96028. NSD2 peptide methylation, 120 min. inhibition, % at 12.5 µM. 310,000 compounds, 0.54% hits. AID 743445, 2014; in the data active = inhibition above about 50%
MITF TRPM1 HTS – activators of MITF-driven TRPM1 promoter reporter, primary screen, cell-based, SK-MEL-5, luciferase, single point; SK-MEL-5 TRPM1-promoter luciferase, 24 h; % of positive control, neutral wells = 0; activation, % at 12.5 µM; 300,000 compounds, 0.75% hits;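 active = mean activation of at least 80% with every replicate also reaching 80%; inconclusive = mean reaches 80% but some replicate falls short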;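 also: 0% = neutral control wells and 100% = parthenolide positive control wells; values of inactives mirror those of a sister screen read the other way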
SR-BI DiI-HDL act – activators of SR-BI mediated DiI-HDL uptake, primary screen, ldlA[mSR-BI] CHO cells, DiI fluorescence | 3 h; 100 = double the neutral-control signal | activation, % at 12.5 µM | 320,000 compounds, 0.096% hits;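 active = mean replicate activation of at least 60% and every replicate at or above 60%; inconclusive = mean or all-replicate condition met, but not both; inactive = mean below 60% and not all replicates reaching 60%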;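 also: 0% = median plate neutral-control signal and 100% = twice that signal; values of inactives mirror those of a sister screen read the other way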
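material = CHO ldlA[mSR-BI] cells | medium = Ham's F12 with 0.5% BSA, HEPES 25 mM, pH 7.4 | reagent = fluorescent DiI-HDL, 10 µg/mL final | compound dosing = single-point compound dose | incubation = 3 h, 37 °C | measured by = bottom-read fluorescence, 550/595 nm | measure = HDL uptake via cellular fluorescence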
CDK5 p35 inh – inhibitors of human CDK5/p35 kinase, primary screen, biochemical, single concentration; Cyclin-dependent kinase 5 (Homo sapiens) + Cyclin-dependent kinase 5 activator 1 (Homo …; Recombinant CDK5/p35, ADP-Glo luminescence, 60 min; inhibition, % at 10 µM; 330,000 compounds, 0.01% hits; AID 488839, 2010;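 active = highest replicate inhibition of at least 50% and at least 75% of replicates reaching 50%; inconclusive = only one of the two criteria met; inactive = both criteria failed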;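 also: plate controls were DMSO neutral control for no effect and GW8510 at 10 µM for full effect; many of its hits are not listed in these tables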
* hit, by the source's call; ? = inconclusive; . = not tested or not shown.

SMILES	dFosB activator	DSG3 Ab inh	PKA-R1A act	PKA-R2B act	Arr AP2 block	SUMO Mot1 rescue	SR-BI DiI inh	NSD2 inh	MITF TRPM1 HTS	SR-BI DiI-HDL act	CDK5 p35 inh
CC1/C(=N/O)C(CN(C)C)C2CC1C2(C)C (centres undefined)	0	96	4	-3	2	-15	-5	18	5	5	-0.2
CC(O)[C@@]1(O)CC[C@H]2[C@@H]3CC[C@H]4C[C@@H](O)CC[C@]4(C)C3=CC[C@@]21C (some centres undefined)	2	107	-1	-20	4	0	-30	.	-3	30	2.4
CC(C)(C)OC(=O)NC(Cc1ccccc1)C(=O)N1CCC(C(=O)NCC(=O)Nc2ccc(F)cc2)CC1 (centres undefined)	-4	163	-11	-8	16	-8	-5	-1	22	5	-2.8
CC(N=Cc1nc(-c2ccccc2)oc1O)c1ccccc1 (centres undefined)	-5	109	-2	-8	4	-2	9	4	23	-9	-0.3
C=CCn1c(C2CC(=O)N(c3ccc(C)cc3)C2)nc2ccccc21 (centres undefined)	-9	104	-4	2	5	-4	39	18	-8	-39	-3.9
O=C(NCCCN1CCCCC1)C1CCC(=O)N1CCc1ccccc1 (centres undefined)	0	111	-2	-2	6	-5	-8	0	-4	8	-0.6
CC(C)OC(=O)/C(=C\c1cccnc1)NC(=O)c1ccccc1	8	105	2	-14	-6	-7	-18	-2	-4	18	0.0
Cc1cc(/C=C\c2ccccc2)nc2ccccc12	-20	103	-10	-17	-16	160	13	-3	28	-13	-0.6
Cc1ccc(NC(=O)C(=O)NCc2ccc(/C=C(/C#N)C(=O)NCc3cccnc3)o2)cc1	-18	98	-2	2	5	3	-4	3	4	4	-0.7
Cc1cn(CCC(=O)Nc2ccccc2N2CCOCC2)c2ccccc12	-6	.	-4	-2	1	-6	.	1	.	.	-0.5
CC(Oc1ccccc1Cl)C(=O)/C=C/N(C)C (centres undefined)	-2	102	-6	11	-11	-8	-12	15	-7	12	0.7
Cc1cc(NC(=O)CC#N)n(-c2ccccc2)n1	-2	101	-1	5	-5	6	-22	0	14	22	-1.1
CCCCNC(=O)c1nc2ncc(Br)cn2n1	-3	107	-5	5	6	-9	-6	-3	3	6	-0.9
O=C(CN1CCCc2ccccc21)N1CCc2ccccc21	-6	102	.	.	5	-5	-4	1	.	4	-2.7
CCOC(=O)Cc1cnc(NC(=O)CSc2nc(C)cc(C)n2)s1	2	103	-10	5	-11	-3	0	-1	1	0	2.3
Cc1nc(CCNC(=O)CC2C(=O)NCCN2Cc2ccccc2F)sc1C (centres undefined)	-5	100	-10	-15	-6	-14	.	6	-13	.	-1.5
CCCNC(=O)C1(CC2CC(c3ccccc3)=NO2)CCN(C(=O)c2ccccc2)CC1 (centres undefined)	2	101	2	-2	3	5	-35	.	9	35	-1.6
Cn1c(=O)c2c(nc(NCc3ccc4c(c3)OCO4)n2C)n(C)c1=O	-4	90	-6	-6	12	-10	33	2	5	-33	-2.3
CCOC(=O)c1c(C)[nH]c(C)c1C(=O)CSc1nc2ccccc2n1CCOC	6	102	-4	5	13	-1	4	2	2	-4	-2.7
N=c1n(CCN2CCOCC2)c2ccccc2n1CC(=O)c1cccc([N+](=O)[O-])c1	-5	115	-3	-17	19	3	77*	1	.	-77	-0.4

Some of the entries above, reformatted:
| SMILES | dFosB activator | DSG3 Ab inh | PKA-R1A act | PKA-R2B act | Arr AP2 block | SUMO Mot1 rescue | SR-BI DiI inh | NSD2 inh | MITF TRPM1 HTS | SR-BI DiI-HDL act | CDK5 p35 inh |
| --- | --- | --- | --- | --- | --- | --- | --- | --- | --- | --- | --- |
| Cc1cc(/C=C\c2ccccc2)nc2ccccc12 | -20 | 103 | -10 | -17 | -16 | 160 | 13 | -3 | 28 | -13 | -0.6 |
| CC1/C(=N/O)C(CN(C)C)C2CC1C2(C)C (centres undefined) | 0 | 96 | 4 | -3 | 2 | -15 | -5 | 18 | 5 | 5 | -0.2 |

Next section:
SMILES	dFosB activator	DSG3 Ab inh	PKA-R1A act	PKA-R2B act	Arr AP2 block	SUMO Mot1 rescue	SR-BI DiI inh	NSD2 inh	MITF TRPM1 HTS	SR-BI DiI-HDL act	CDK5 p35 inh
Cc1cc(=O)oc2c(C)c(OC(C)C(=O)NCCCN3CCOCC3)ccc12 (centres undefined)	-3	102	-5	2	-6	0	-2	-5	6	2	1.4
C=CCc1ccccc1OCCn1ccnc1	-7	.	0	6	-6	.	6	.	.	-6	-1.1
CC(C)CCN1CCN(Cc2ccc(C#CCCO)cc2)CC1CCO (centres undefined)	-3	101	-6	0	19	7	-7	26	1	7	1.0
COC(=O)c1ccccc1NC(=O)C1CC(=O)N(c2ccccc2)C1 (centres undefined)	-1	105	9	-4	0	34	-2	0	6	2	-1.3
CC1=C(C#N)C2(O)C(=O)c3ccccc3C2(O)N1 (centres undefined)	-5	.	-1	3	-12	6	-16	4	-4	16	-0.9
O=C1c2ccccc2-c2nc3ccccc3cc21	-7	89	-5	-10	-4	149	12	-3	57	-12	0.9
Fc1ccc(-c2nc3c(-c4ccc(Cl)cc4)cnn3cc2CCN2CCOCC2)cc1	10	.	0	-4	-12	145	-14	-2	-6	14	-1.2
COc1ccc(CCNC(=O)CSc2nnc3ccc(-c4ccccn4)nn23)cc1OC	-4	102	-1	-8	-17	23	0	-4	4	0	0.1
N#CC1(NC(=O)COC(=O)C23CC4CC(CC(O)(C4)C2)C3)CCCCC1	-8	106	-11	-9	-6	-4	-29	-2	7	29	0.2
O=C1CCC(=O)N1CCc1c[nH]c2ccccc12	5	.	0	-5	5	-15	-20	0	14	20	-0.4
O=C1CC(Cc2ccc(Cl)cc2)C(=O)N1c1cc(Cl)ccn1 (centres undefined)	-4	.	-6	10	7	-22	-3	-1	26	3	-0.4
CC(C)c1ccc(N(CC(=O)O)S(=O)(=O)c2cccnc2)cc1	-2	111	-6	0	-6	8	-2	.	.	2	0.3
CC(=O)Nc1ccc(C(=O)OCc2ccccc2Br)cc1	-30	98	-12	-11	27	-15	.	-2	29	.	-1.5
Cc1ccc2c(O)c(C)c(=O)[nH]c2n1	3	103	8	-3	14	-8	-24	2	-14	24	-1.5
Cc1cccc(-n2c(CNC(=O)c3ccc(S(=O)(=O)N4CCCCC4)cc3)n[nH]c2=S)c1	0	.	-13	-5	4	9	-3	1	-2	3	-4.7
CCOc1ccc(N(CC(=O)NC2CC2)S(=O)(=O)c2ccc(C)cc2)cc1	0	.	0	2	-1	-5	-22	2	-2	22	-2.6
Cc1ccc(S(=O)(=O)N2CCCOC2CNC(=O)C(=O)NCCc2c[nH]c3ccccc23)cc1 (centres undefined)	-5	101	-8	3	0	-19	12	1	-18	-12	-3.0
CC(C)c1ccc(/C=C/C(=O)NCCCc2ccccc2)cc1	-12	127	-3	-5	9	1	-14	-1	2	14	-1.1
O=C(/C=C/c1ccc(Cl)cc1Cl)c1nc2ccccc2[nH]1	40*	100	-7	-10	0	-27	4	4	.	-4	1.5
COCCN(C(=O)CNC(=O)c1cccs1)C(C(=O)NC(C)(C)C)c1ccccc1 (centres undefined)	6	101	-5	10	0	13	-17	0	7	17	-0.9
COc1ccc2cc(S(=O)(=O)n3cnc(C)c3)ccc2c1	6	99	.	.	-1	0	-28	-1	2	28	0.9
Cc1cc(C)cc(C(=O)NC(CC(N)=O)c2ccc(NC3CCCC3)c([N+](=O)[O-])c2)c1 (centres undefined)	-6	104	6	0	5	1	-3	.	-8	3	1.2
CN(C)c1ccc(-c2noc(C3CCN(C(=O)Nc4ccc(Cl)cc4)CC3)n2)cc1	-7	89	-7	-20	-8	-2	?	4	1	-72	0.1
COc1ccc(CNC(=O)COC(=O)CC(NC(N)=O)c2ccc(Cl)cc2)cc1OC (centres undefined)	0	.	-6	-2	1	.	-18	-4	0	18	-1.8
O=C(Nc1ccccc1)Nc1ccccn1	-8	102	0	-9	-1	-20	-16	1	74	16	-0.3
O=C(CN1C(=O)/C(=C\C=C\c2ccccc2)SC1=S)Nc1ccc(F)cc1	7	113	0	-13	20	184	14	-3	7	-14	-0.4

Sorted by the number under Arr AP2 block (falling): five from the list above.
SMILES	dFosB activator	DSG3 Ab inh	PKA-R1A act	PKA-R2B act	Arr AP2 block	SUMO Mot1 rescue	SR-BI DiI inh	NSD2 inh	MITF TRPM1 HTS	SR-BI DiI-HDL act	CDK5 p35 inh
O=C(CN1C(=O)/C(=C\C=C\c2ccccc2)SC1=S)Nc1ccc(F)cc1	7	113	0	-13	20	184	14	-3	7	-14	-0.4
Cc1cc(C)cc(C(=O)NC(CC(N)=O)c2ccc(NC3CCCC3)c([N+](=O)[O-])c2)c1 (centres undefined)	-6	104	6	0	5	1	-3	.	-8	3	1.2
COc1ccc(CNC(=O)COC(=O)CC(NC(N)=O)c2ccc(Cl)cc2)cc1OC (centres undefined)	0	.	-6	-2	1	.	-18	-4	0	18	-1.8
O=C(Nc1ccccc1)Nc1ccccn1	-8	102	0	-9	-1	-20	-16	1	74	16	-0.3
CN(C)c1ccc(-c2noc(C3CCN(C(=O)Nc4ccc(Cl)cc4)CC3)n2)cc1	-7	89	-7	-20	-8	-2	?	4	1	-72	0.1
